LMP1 NFkB inh: EBV LMP1-driven NF-kappaB luciferase reporter inhibitors, primary screen, cell-based, luminescence, single point; LMP1-induced NF-kappaB luciferase reporter cells; inhibition, % at 12.5 µM; 350,000 compounds, 0.69% hits; AID 504558, 2011; in the data active = inhibition above about 41%;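 also: 0% = neutral control wells and 100% = reference inhibitor control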
COUP-TFII inh: NR2F2 transcriptional activity inhibitors, primary screen, cell-based, luciferase reporter, HEK293T, luminescence | 370,000 compounds, 0.7% hits | HEK293T NGFI-A luciferase reporter | inhibition, % at 8.6 µM;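 active = inhibition above a per-plate cutoff, mean inhibition of test wells between control levels plus 3 SD, cut at about 38% in these data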;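 also: cells cotransfected with COUP-TFII expression vector driving the NGFI-A reporter; 0% = median of COUP-TF2 test wells and 100% = reporter-only cells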
CF NFkB inh: inhibitors of PAF-induced NF-kB signaling, primary screen, cell-based, GFP fluorescence, uHTS; KKLEB NF-kB-GFP reporter, GFP fluorescence overnight; inhibition, % at 5 µM; AID 588850, 2011; 360,000 compounds, 0.86% hits;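 active = at least 50% inhibition at 5 µM, scaled per plate between neutral and stimulator controls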;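 also: PAF is a Pseudomonas aeruginosa culture filtrate used as stimulus; plate controls were PAF-stimulated DMSO wells for no effect and unstimulated DMSO wells for full effect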
NCOA3 inh: SRC3 coactivator transcriptional activity inhibitors, primary screen, cell-based, luminescence. HEK293 GAL4-SRC3 luciferase reporter. Nuclear receptor coactivator 3 (Homo sapiens), Q9Y6Q9. inhibition, % at 3.6 µM. 360,000 compounds, 0.17% hits. AID 588352, 2011;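 active = inhibition above a per-campaign cutoff, the mean of all compounds plus 3 SD, cut at about 60% in these data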;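 also: 0% = DMSO-treated cells and 100% = gossypol-treated cells at 36 µM; higher means less SRC3-driven luciferase light from the GAL4 reporter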
Target sequence (Q9Y6Q9 whole entry, looked up, the tested form may be a part): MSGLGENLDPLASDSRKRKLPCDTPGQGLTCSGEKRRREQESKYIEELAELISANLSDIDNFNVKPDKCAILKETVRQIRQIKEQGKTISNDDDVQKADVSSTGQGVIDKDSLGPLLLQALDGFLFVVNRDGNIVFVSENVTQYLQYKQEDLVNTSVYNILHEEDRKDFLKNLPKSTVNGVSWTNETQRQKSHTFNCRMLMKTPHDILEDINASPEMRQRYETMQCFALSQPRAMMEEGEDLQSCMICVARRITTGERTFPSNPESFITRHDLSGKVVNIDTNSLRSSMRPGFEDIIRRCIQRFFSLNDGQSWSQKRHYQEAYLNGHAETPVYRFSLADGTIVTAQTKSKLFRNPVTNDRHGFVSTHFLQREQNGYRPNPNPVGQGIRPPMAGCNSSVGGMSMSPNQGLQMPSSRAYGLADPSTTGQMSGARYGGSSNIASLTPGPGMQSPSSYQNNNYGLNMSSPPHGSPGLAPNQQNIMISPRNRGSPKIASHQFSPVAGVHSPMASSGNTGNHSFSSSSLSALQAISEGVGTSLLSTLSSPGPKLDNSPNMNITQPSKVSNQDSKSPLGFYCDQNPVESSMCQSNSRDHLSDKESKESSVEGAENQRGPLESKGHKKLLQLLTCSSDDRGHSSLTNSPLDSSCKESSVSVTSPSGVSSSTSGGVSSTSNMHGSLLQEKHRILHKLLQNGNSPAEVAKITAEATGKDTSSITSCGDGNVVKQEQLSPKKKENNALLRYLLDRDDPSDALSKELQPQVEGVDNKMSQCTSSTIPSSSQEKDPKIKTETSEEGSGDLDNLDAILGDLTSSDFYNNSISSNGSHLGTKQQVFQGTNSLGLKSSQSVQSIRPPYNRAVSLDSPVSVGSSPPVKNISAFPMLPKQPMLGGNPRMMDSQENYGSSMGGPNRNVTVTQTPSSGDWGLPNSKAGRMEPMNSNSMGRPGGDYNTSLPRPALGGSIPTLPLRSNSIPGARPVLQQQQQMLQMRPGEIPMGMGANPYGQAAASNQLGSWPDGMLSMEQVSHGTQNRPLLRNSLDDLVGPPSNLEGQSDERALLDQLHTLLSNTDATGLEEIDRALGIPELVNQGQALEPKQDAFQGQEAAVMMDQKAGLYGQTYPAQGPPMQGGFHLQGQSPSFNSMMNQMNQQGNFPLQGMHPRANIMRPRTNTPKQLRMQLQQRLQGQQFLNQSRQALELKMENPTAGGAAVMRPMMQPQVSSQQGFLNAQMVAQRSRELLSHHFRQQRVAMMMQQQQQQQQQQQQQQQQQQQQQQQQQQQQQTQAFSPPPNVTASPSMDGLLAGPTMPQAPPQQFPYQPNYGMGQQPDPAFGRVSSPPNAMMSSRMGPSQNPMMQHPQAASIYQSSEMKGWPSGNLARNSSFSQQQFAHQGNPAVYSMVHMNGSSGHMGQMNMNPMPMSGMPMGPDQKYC
TROY signal inh: inhibitors of TROY-driven NF-kB signaling, primary screen, Q293 LMP1-TROYcd cells, NF-kB luciferase, uHTS. Q293 LMP1-TROYcd NF-kB luciferase reporter, 4 h. inhibition, % at 10 µM. 360,000 compounds, 0.98% hits;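 active = compounds whose plate-normalised and pattern-corrected inhibition of the luciferase reporter signal at the single screening dose is 50% or more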
TWEAK Fn14 block: inhibitors of TWEAK-Fn14 signaling, primary screen, luciferase reporter cells, uHTS; inhibition, % at 10 µM; TWEAK-stimulated Fn14 reporter cells, luciferase luminescence, 8 h; 360,000 compounds, 2% hits; AID 1159606, 2016; in the data active = inhibition above about 50%
Shn3 inh set2: reduction of Shn3 3'UTR firefly luciferase signal, primary screen, Schnurri-3 inhibitor project, cell-based, Clone20 osteoblasts, set 2; inhibition, % at 12.5 µM; Clone20 osteoblast Shn3 3'UTR firefly luciferase, 24 h; 360,000 compounds, 0.52% hits;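 active = mean inhibition of at least 75% with every replicate also reaching 75%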;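 also: 0% = median of neutral control wells and 100% = pilot-screen positive control compound; some compounds past the cut are filed as inactive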
LRH-1 inv ag: LRH-1 (NR5A2) inverse agonists, primary screen, cell-based, luminescence, HEK293T, StAR-luciferase reporter; Nuclear receptor subfamily 5 group A member 2 (Homo sapiens), O00482; LRH-1 transfected, 24 h; inhibition, % at 3.6 µM; 360,000 compounds, 0.13% hits; AID 602396, 2012;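 active = inhibition above the mean inhibition of all tested compounds plus 3 SD, cut at about 73% in these data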;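 also: 0% = DMSO wells and 100% = reporter-only cells lacking LRH-1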
SRC1 inh: SRC1 coactivator transcriptional activity inhibitors, primary screen, cell-based, luminescence. Nuclear receptor coactivator 1 (Homo sapiens), Q15788. HEK293 GAL4-SRC1 luciferase reporter. inhibition, % at 3.6 µM. 360,000 compounds, 0.12% hits;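 active = inhibition above the campaign mean plus 3 SD, with each screening campaign given its own cutoff, cut at about 60% in these data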;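 also: 0% = DMSO treated cells and 100% = gossypol at 36 µM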
KKLEB tox: cytotoxicity in KKLEB CF airway cells, primary screen, cytotoxicity control for CF NF-kB inhibitor project, cell-based, uHTS, fluorescence assay plates. KKLEB CF airway cells viability, ATPlite luminescence, overnight; active compounds read low; cells stimulated with P. aeruginosa culture filtrate. activity change (cytotoxicity), % at 5 µM. 360,000 compounds, 0.36% hits;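 active = corrected activity change at or below -50% at 5 µM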
TRAIL sens C8: viability loss with TRAIL in NB7+C8 cells, primary screen, TRAIL sensitizer project, cell-based, ATPlite luminescence. AID 624354, 2012. 360,000 compounds, 1% hits. inhibition (viability loss, TRAIL sensitization), % at 10 µM;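 active = compounds causing at least 50% loss of cell viability in the single-dose screen, relative to plate controls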
* marks the source's active call; other numbers are inactive results; . = no result given; & = joins results of further samples; ! = repeats disagree. Not all compounds are listed. The share of hits here may be higher or lower than overall.

SMILES	LMP1 NFkB inh	COUP-TFII inh	CF NFkB inh	NCOA3 inh	TROY signal inh	TWEAK Fn14 block	Shn3 inh set2	LRH-1 inv ag	SRC1 inh	KKLEB tox	TRAIL sens C8
O=c1ccn([C@H]2C[C@H](O)[C@@H](CO)O2)c(=O)[nH]1	-7.8	-8.8	-3.3	6.0	-7.6	-12.1	11.2	-10.3	-20.4	-4.5	1.5
Cn1c(=O)c2c(ncn2CCO)n(C)c1=O	-6.0	-4.6	-3.7	-8.9	-3.1	7.4	1.3	5.9	-1.2	12.9	-6.3
O=C(O)/C=C/c1ccc(O)cc1	-8.1	-11.7	20.5	-11.5	1.0	-16.3	-6.3	-0.5	-7.1	6.8	-13.0
COc1ccc(CN2CCN(C(c3ccc(F)cc3)c3ccc(F)cc3)CC2)c(OC)c1OC	12.2	28.5	22.1	2.6	28.7	24.1	-13.2	-10.3	8.2	-0.2	39.3
O=C(Nc1ccc(C(=O)O)c(O)c1)c1ccccc1	-0.1	8.8	-16.3	7.9	6.2	10.4	11.0	8.4	-10.7	14.7	-19.8
CC(=O)Nc1ccccc1	1.5	-1.8	-9.2	-6.0	-5.1	-57.8	-12.2	17.5	7.4	6.1	8.0
COC(c1ccccc1)(c1ccccc1)C(Oc1nc(C)cc(C)n1)C(=O)O (stereo unspecified)	-6.7	-7.6	3.3	7.3	4.6	1.4	5.7	17.8	-0.4	9.8	-15.9
COc1c(O)cc2c(c1O)[C@@H]1O[C@H](CO)[C@@H](O)[C@H](O)C1OC2=O (stereo partly specified)	6.6	0.2	-9.4	13.2	-11.4	4.8	17.4	5.0	-9.9	4.8	8.9
CC1OC(CC(=O)O)CC2=C1C(=O)c1c(O)cccc1C2=O (stereo unspecified)	88.1*	104.8*	101.0*	92.9*	63.9*	105.7*	99.1*	97.4*	70.0*	-105.0*	91.8*
Nc1ncnc2nc[nH]c12	58.7*!	6.7&4.6&-6.5	7.5&-0.3&1.2	-3.1&-36.0&3.9	1.5&-3.0&-12.2	-6.3&-58.5&-28.4	-6.2&-2.4&13.3	13.2&-6.2&-5.8	-9.3&-13.8&-6.0	23.7&-7.1&5.9	-3.1&1.1&-22.2
O=C(O)CNC(=O)c1ccccc1	1.2	2.8&6.1	-12.5	6.1	-4.5	-20.1	-9.3	5.7	-7.7	11.4	6.8
Cc1cc(C)cc(OCC2CNC(=O)O2)c1 (stereo unspecified)	-0.9	8.6	-6.3	-1.8	10.4	-5.1	5.8	14.2	14.0	-0.1	-13.6
CNc1c2c(nn1C)CCCC2	5.2	-13.0&-4.1	6.8&-1.9	13.6&-19.2	0.8&9.9	-16.4&14.8	7.3&9.7	7.3&9.5	5.1&4.6	3.5&-12.1	3.2&-3.4
COc1ccc2nc(NC(=O)Nc3ccccc3)sc2c1	-9.2	-44.4	7.2	-94.9	-12.0	37.2	-26.7	-149.3	-67.7	-14.4	59.3*
COc1ccc(-n2[nH]c3c(cnc4ccccc43)c2=O)cc1	.	-25.1	-14.2	5.7	-57.9	-33.0	1.9	-86.0	-31.5	-1.0	-15.9
NC(N)=NC(=O)Cc1c(Cl)cccc1Cl	-6.1	9.6	24.4	-1.2	-1.4	-10.5	-3.3	5.3	-7.1	8.9	-0.2
COc1c(O)cc2c(c1O)[C@@H]1OC(CO)C(O)C(O)[C@H]1OC2=O (stereo partly specified)	-0.7	-1.1	-16.3	-4.0	1.3	-15.5	5.5	0.7	-1.0	8.9	-9.6
CC12CCC(=O)C=C1CCC1C2CCC2(C)C1CC[C@]2(O)C(=O)CO (stereo partly specified)	6.6	-16.2	25.5	-1.3	12.9	-13.0	14.9	7.5	7.0	-4.3	-1.9
C=C1c2cccc(O)c2C(O)=C2C(=O)[C@]3(O)C(O)=C(C(N)=O)C(=O)[C@@H](N(C)C)[C@@H]3[C@@H](O)[C@H]12	-4.1	10.7	-1.0	13.0	3.2	9.2	5.0	-15.8	-4.5	3.5	-4.5
COc1ccc2ccc(=O)oc2c1	-6.9	0.8	-19.7	12.8	-2.1	-20.8	9.6	9.6	0.8	14.4	21.7
Cc1cccc(C)c1NC(=O)C1CCCCN1C (stereo unspecified)	-4.8	-15.7	19.6	-6.0	4.7	5.1	0.0	5.0	-4.2	20.5	7.2
Cc1[nH]c2ccccc2c1/C=N/NC(N)=S	5.6	14.2	2.2	2.0	-7.2	7.1	2.8	-0.6	2.4	6.0	-13.4
CCCCOc1ccc(CC(=O)NO)cc1	5.1	23.0	20.7	19.3	-9.9	-12.7	-5.0	13.6	9.0	6.9	18.7
CCn1cc(C(=O)O)c(=O)c2cc(F)c(N3CCNCC3)nc21	2.5	0.9	15.0	13.9	10.5	-9.2	-18.9	-3.9	5.1	7.9	4.5
COc1ccc(/C=C/C(=O)O)cc1	12.5	-7.9	22.1	6.7	4.5	9.5	4.6	-24.3	-14.9	-7.6	21.7

An excerpt of these results, with each value named.
O=c1ccn([C@H]2C[C@H](O)[C@@H](CO)O2)c(=O)[nH]1
  LMP1 NFkB inh: -7.8
  COUP-TFII inh: -8.8
  CF NFkB inh: -3.3
  NCOA3 inh: 6.0
  TROY signal inh: -7.6
  TWEAK Fn14 block: -12.1
  Shn3 inh set2: 11.2
  LRH-1 inv ag: -10.3
  SRC1 inh: -20.4
  KKLEB tox: -4.5
  TRAIL sens C8: 1.5

Cn1c(=O)c2c(ncn2CCO)n(C)c1=O
  LMP1 NFkB inh: -6.0
  COUP-TFII inh: -4.6
  CF NFkB inh: -3.7
  NCOA3 inh: -8.9
  TROY signal inh: -3.1
  TWEAK Fn14 block: 7.4
  Shn3 inh set2: 1.3
  LRH-1 inv ag: 5.9
  SRC1 inh: -1.2
  KKLEB tox: 12.9
  TRAIL sens C8: -6.3

Carrying on:
SMILES	LMP1 NFkB inh	COUP-TFII inh	CF NFkB inh	NCOA3 inh	TROY signal inh	TWEAK Fn14 block	Shn3 inh set2	LRH-1 inv ag	SRC1 inh	KKLEB tox	TRAIL sens C8
Nc1c2c(nc3ccccc13)CCCC2O (stereo unspecified)	-2.4	20.9	-32.4	4.2	-8.7	2.6	2.1	2.8	-4.2	8.3	-5.4
CCCCC1C(=O)N(c2ccccc2)N(c2ccccc2)C1=O	10.1	-4.7	-19.0	-6.8	2.9	15.2	-10.9	-10.2	0.0	-13.2	1.9
COC(=O)C1=CO[C@@H](OC2OC(CO)C(O)C(O)C2O)[C@@H]2[C@@H](C)[C@@H](O)C[C@H]12 (stereo partly specified)	-4.2	16.3	7.4	8.7	7.3	-12.7	0.7	-4.4	-1.1	7.2	23.8
C/C=C(/C)C(=O)OC1c2c(ccc3ccc(=O)oc23)OC(C)(C)C1OC(=O)/C(C)=C\C (stereo unspecified)	6.9	28.4	3.3	11.3	5.4	16.7	34.9	-4.1	-2.2	9.9	11.2
CCCOC(=O)c1ccc(O)cc1	-4.0	-2.9	-11.5	-18.1	-19.2	-11.0	-28.0	-30.6	-1.1	16.9	-11.8
C/C=C(/C)C(=O)O[C@@H]1c2cc(OC)c(OC)c(OC)c2-c2c(cc3c(c2OC)OCO3)C[C@H](C)[C@]1(C)O	3.7	5.7	-6.0	-10.2	13.9	5.0	-7.9	-24.8	-3.7	11.7	-7.5
C[C@@H]1C[C@H]2[C@@H]3C[C@H](F)C4=CC(=O)C=C[C@]4(C)[C@@]3(F)[C@@H](O)C[C@]2(C)[C@@]1(O)C(=O)COC(=O)C(C)(C)C	18.3	-16.9	75.9*	-33.8	21.6	1.0	-6.5	11.4	-33.5	40.1	11.1
O=c1cc(-c2ccc(O)cc2)oc2cc(O[C@@H]3O[C@H](CO)[C@@H](O)[C@H](O)[C@H]3O[C@@H]3OC[C@](O)(CO)[C@H]3O)cc(O)c12	-2.5	-20.9	-8.3	-8.9	-10.7	-8.1	-14.3	-1.3	7.0	0.9	8.3
Cc1cccc2c1NC(=O)/C2=C\C(=O)c1cccs1	11.7	1.4	74.3*	16.0	6.3	42.5	16.2	3.4	-2.7	-41.5	1.3
COc1ccc(/C=N/NC(=O)c2ccncc2)cc1OC	-15.7	8.6	3.5	-7.6	-9.8	8.6	-15.9	-7.9	-2.9	0.3	8.9
CN(C)CCOc1ccccc1Cc1ccccc1	-3.0	-8.5	-9.6	-5.0	2.2	-11.0	-10.1	-10.7	-3.5	-5.3	-29.1
COc1cc([C@H]2Oc3cc([C@H]4Oc5cc(O)cc(O)c5C(=O)[C@@H]4O)ccc3O[C@@H]2CO)ccc1O	1.5	-2.3	20.2	-3.6	17.1	-13.3	-5.2	-27.1	-20.4	-1.4	2.4
NNC(=O)CP(=O)(c1ccccc1)c1ccccc1	-7.1	-4.0	14.4	10.9	-21.7	-0.3	-9.5	24.5	-7.1	22.3	-7.2
CC(C)(CO)C(O)C(=O)NCCCO (stereo unspecified)	-9.0	-7.1	6.6	-8.2	-0.8	3.6	-3.9	5.5	-3.5	21.6	2.6
CCOC(=O)NNc1nncc2ccccc12	-2.2	0.5	-9.9	13.1	3.9	-3.7	-13.0	-4.5	6.7	-11.2	0.5
C[C@H]1c2cccc(O)c2C(O)=C2C(=O)[C@]3(O)C(O)=C(C(N)=O)C(=O)[C@@H](N(C)C)C3[C@@H](O)C21 (stereo partly specified)	-1.5	7.7	5.7	5.6	-7.3	5.1	17.6	6.3	-13.3	-5.6	2.8

Structural class: those above containing a COOH group (seven)
SMILES	LMP1 NFkB inh	COUP-TFII inh	CF NFkB inh	NCOA3 inh	TROY signal inh	TWEAK Fn14 block	Shn3 inh set2	LRH-1 inv ag	SRC1 inh	KKLEB tox	TRAIL sens C8
O=C(O)/C=C/c1ccc(O)cc1	-8.1	-11.7	20.5	-11.5	1.0	-16.3	-6.3	-0.5	-7.1	6.8	-13.0
O=C(Nc1ccc(C(=O)O)c(O)c1)c1ccccc1	-0.1	8.8	-16.3	7.9	6.2	10.4	11.0	8.4	-10.7	14.7	-19.8
COC(c1ccccc1)(c1ccccc1)C(Oc1nc(C)cc(C)n1)C(=O)O (stereo unspecified)	-6.7	-7.6	3.3	7.3	4.6	1.4	5.7	17.8	-0.4	9.8	-15.9
CC1OC(CC(=O)O)CC2=C1C(=O)c1c(O)cccc1C2=O (stereo unspecified)	88.1*	104.8*	101.0*	92.9*	63.9*	105.7*	99.1*	97.4*	70.0*	-105.0*	91.8*
O=C(O)CNC(=O)c1ccccc1	1.2	2.8&6.1	-12.5	6.1	-4.5	-20.1	-9.3	5.7	-7.7	11.4	6.8
CCn1cc(C(=O)O)c(=O)c2cc(F)c(N3CCNCC3)nc21	2.5	0.9	15.0	13.9	10.5	-9.2	-18.9	-3.9	5.1	7.9	4.5
COc1ccc(/C=C/C(=O)O)cc1	12.5	-7.9	22.1	6.7	4.5	9.5	4.6	-24.3	-14.9	-7.6	21.7
